Screening data (PubChem)
CHO-K1 Ca ag: M1 agonist counterscreen hit in parental CHO-K1 cells | Fluo-8 calcium fluorescence; scaled to maximal ATP response, vehicle zero | activation, % at 3 µM | actives 0.48% (n = 360,000); in the data active = activation above about 15%;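 note: untransfected CHO-K1 host cells lacking M1 receptor as counterscreen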
TAAR1 antag: antagonists of human TAAR1; inhibition, % at 3 µM; actives 1.5% (n = 360,000); CHO RD-HGA16 TAAR1, Fluo-8 calcium fluorescence, antagonist; Q96RJ0;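 active = inhibition above a per-plate cutoff, the mean inhibition of test compounds on that plate plus 3 SD, cut at about 49% in these data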;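 note: 0% = DMSO plus EC80 beta-PEA response and 100% = DMSO alone without agonist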
Target sequence (Q96RJ0 whole entry, looked up): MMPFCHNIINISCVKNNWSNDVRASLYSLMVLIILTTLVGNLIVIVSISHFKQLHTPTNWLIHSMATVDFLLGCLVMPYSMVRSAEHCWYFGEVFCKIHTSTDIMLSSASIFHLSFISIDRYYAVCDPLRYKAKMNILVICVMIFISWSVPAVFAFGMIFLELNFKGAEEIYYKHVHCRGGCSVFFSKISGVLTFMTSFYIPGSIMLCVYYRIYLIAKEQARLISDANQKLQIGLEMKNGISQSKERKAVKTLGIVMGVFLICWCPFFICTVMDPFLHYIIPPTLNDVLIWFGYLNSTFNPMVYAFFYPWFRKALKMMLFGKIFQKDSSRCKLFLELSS
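Material: RD-HGA16 CHO cells with stable hTAAR1 and Gα16; Dosing: single nominal final test compound concentration of 3 µM; Schedule: seeding 17-24 h prior, 75-min 37 °C, 30-min RT dye loading; Detection: kinetic Fluo-8 calcium fluorescence measurement; Measure: % inhibition from peak post-agonist over basal fluorescence ratio; Benchmarks: vehicle and agonist controls.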
TAAR1 ag: human TAAR1 agonism; activation, % at 3 µM; actives 0.99% (n = 360,000); Q96RJ0; CHO RD-HGA16 TAAR1, Fluo-8 calcium fluorescence; vehicle wells 0%, saturating PEA agonist 100%; AID 624467;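 active = activation above the mean activation of all test compounds in the run plus 3 SD, cut at about 38% in these data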
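System: CHO-derived RD-HGA16 cells with stable Gα16 and human TAAR1. Times: 17-24 h plating, Fluo-8 75 min 37 °C, 30 min RT. Measured by: calcium-sensitive Fluo-8 signal, excitation 470-495, emission 515-575 nm. Read-out basis: % activation relative to PEA EC100 response. Control set: DMSO and PEA EC100. Repeats: no replicates (n 1).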
CHO-K1 Ca PAM: nonselective activator or artifact in parental CHO-K1 calcium assay; ATP EC20, Fluo-8 calcium fluorescence; 0% at ATP EC20, 100% at ATP max; activation, % at 3 µM; actives 0.02% (n = 360,000);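 active = activation above the run cutoff, the mean activation of all test compounds plus 3 SD, cut at about 40% in these data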;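 note: peak over basal fluorescence ratio in a 140 s read after ATP addition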
CHRM1 agonist: agonists of human M1 muscarinic receptor. P11229. actives 0.33% (n = 360,000). AID 588814. CHO-K1 hM1, Fluo-8 calcium fluorescence, agonist mode; 0% DMSO, 100% acetylcholine EC100. activation, % at 3 µM;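 active = activation above the run's mean compound activation plus 3 SD, cut at about 16% in these data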;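 note: peak over basal fluorescence ratio within a 140 s kinetic read after compound addition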
Target sequence (P11229 whole entry, looked up): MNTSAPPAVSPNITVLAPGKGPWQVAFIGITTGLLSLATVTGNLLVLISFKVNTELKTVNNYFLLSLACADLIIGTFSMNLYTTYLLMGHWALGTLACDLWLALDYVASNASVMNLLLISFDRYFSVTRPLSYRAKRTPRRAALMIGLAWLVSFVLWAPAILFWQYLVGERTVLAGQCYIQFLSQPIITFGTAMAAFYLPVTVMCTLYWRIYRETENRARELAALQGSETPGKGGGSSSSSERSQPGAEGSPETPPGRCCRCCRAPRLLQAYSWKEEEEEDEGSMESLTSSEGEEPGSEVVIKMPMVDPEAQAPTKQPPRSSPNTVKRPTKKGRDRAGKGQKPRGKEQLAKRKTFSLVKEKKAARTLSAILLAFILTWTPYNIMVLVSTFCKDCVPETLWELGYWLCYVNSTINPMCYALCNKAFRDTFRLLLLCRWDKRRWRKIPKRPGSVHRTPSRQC
CHO parental Ca: counter-screen for OX1R antagonists: effect in parental CHO cells. parental CHO-K1, ATP-induced calcium, Fluo-8 fluorescence. inhibition, % at 5.6 µM. actives 0.63% (n = 330,000);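 active = inhibition above that plate's mean sample inhibition plus 3 SD, cut at about 26% in these data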;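 note: 0% = ATP-challenged DMSO wells and 100% = DMSO wells without ATP; some compounds past the cut are filed as inactive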
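Material: parental CHO cells / Compound: single nominal dose of 5.6 µM per compound / Signal: Fluo-8 fluorescence / Replicates: singlicate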
CHRM1 antagonist: blocks human M1 muscarinic receptor; CHO-K1 hM1, Fluo-8 calcium fluorescence, ACh EC80 antagonist; inhibition, % at 3 µM; actives 1.3% (n = 360,000);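 active = percent inhibition above its own plate's cutoff, namely the mean of that plate's compound wells plus 3 SD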;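 note: peak over basal fluorescence ratio during 140 s after agonist addition; 0% = ACh EC80 plus DMSO and 100% = DMSO alone without agonist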
CHO-K1 Ca antag: nonselective inhibitor or artifact in parental CHO-K1 cells; AID 602250; actives 0.6% (n = 360,000); ATP-induced calcium, Fluo-8 fluorescence; inhibition, % at 3 µM;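 active = inhibition above a per-plate cutoff, the plate's mean sample inhibition plus 3 SD, cut at about 24% in these data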;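 note: 0% = DMSO plus EC80 ATP and 100% = DMSO alone without ATP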
CHRM1 PAM: human CHRM1 positive allosteric modulation; activation, % at 3 µM; CHO-K1 hM1, Fluo-8 calcium fluorescence, ACh EC20; 0% = ACh EC20, 100% = maximal ACh; actives 0.088% (n = 360,000); P11229; AID 588819; in the data active = activation above about 19%, passing the limit was not always enough
* hit, by the source's call; nt = not tested or not shown. This is a random part of the collection (roughly 4.4% active in at least one column).

SMILES	CHO-K1 Ca ag	TAAR1 antag	TAAR1 ag	CHO-K1 Ca PAM	CHRM1 agonist	CHO parental Ca	CHRM1 antagonist	CHO-K1 Ca antag	CHRM1 PAM
Cc1cc(C(=O)N/N=C/c2cccc([N+](=O)[O-])c2)c(C)o1	0.4	-13	0	5	-4	-15	-6	-2	8
CC(=O)c1cccc(OCC(=O)Nc2cccc(C(=O)Nc3c(C)n(C)n(-c4ccccc4)c3=O)c2)c1	1.2	11	1	-1	-2	-1	5	-13	-1
COc1ccccc1CC(=O)NC1CCN(Cc2ccccc2)CC1	7.1	-27	1	-10	-7	-16	21	8	-13
COc1ccc(N2CCN(CC(O)COc3cc(C)cc(C)c3)CC2)cc1 (stereo not drawn)	4.6	-9	6	2	-8	-14	5	6	-5
CC1CCCN(C(C(=O)NC2CCCCC2)c2cc3c(cc2[N+](=O)[O-])OCO3)C1 (stereo not drawn)	-1.1	-2	14	17	-4	-27	-11	-7	12
O=C(Cn1ncc(Cl)c(Cl)c1=O)c1ccc2c(c1)OCCO2	-0.6	-6	3	-6	-8	0	4	-3	-7
CCOc1ccccc1NC(=S)NC1CC2CCC1C2 (stereo not drawn)	0.5	nt	nt	10	-8	-2	-11	-12	7
O=C(Nc1ccccc1)C1=C[C@@H](c2ccc(Br)cc2)C[C@@H](OCCCCO)O1	0.5	-7	9	16	-5	-5	-10	-10	7
CCCNC(=O)/C(=C/c1cn(S(=O)(=O)N(C)C)c2ccccc12)NC(=O)c1ccc(OC)cc1	0.8	3	6	8	-2	-6	-8	-13	10
O=C1c2ccccc2C(Nc2ccc(S(=O)(=O)N3CCCCC3)cc2)N1c1ccccn1 (stereo not drawn)	-0.2	3	6	1	0	-3	-16	4	15
CCOC(=O)[C@]12CCC=C1N(Cc1ccccc1)C(=O)[C@H](CC(=O)NCc1ccccc1)C2	0.7	-22	-1	7	nt	nt	nt	-10	nt
COc1ccc(CN2C(=O)NC(C)(c3ccc(C)cc3)C2=O)cc1F (stereo not drawn)	1.3	-6	6	10	-1	-20	-11	-6	11
CCOc1cccc(Cc2c[nH]c(=O)[nH]c2=O)c1	-0.4	-8	1	-8	-2	nt	-3	-1	1
O=C1CSC(=Nc2ccc(Cl)cc2)N1Cc1cccnc1	1.1	-11	-1	6	0	-17	0	-3	0
COCCCN(CC(=O)O)S(=O)(=O)c1ccccc1	1.3	14	5	15	-3	0	-12	-18	14
COc1ccc(CCNC(=O)CSc2nc(O)c(CC(C)C)c(=O)[nH]2)cc1OC	0.1	-13	2	14	-3	-14	-17	-5	0
COc1ccc(C2=NS(=O)(=O)N(C)C(C(=O)N3CCOCC3)=C2)cc1	0.6	-6	1	-1	-2	-11	4	14	-11
CC(=O)NCC1CCCN(C(=O)c2ccc(OC3CCN(Cc4ccccn4)CC3)cc2)C1 (stereo not drawn)	0.9	-14	2	3	-5	-6	18	-19	-6
CC(NC(=O)/C(C#N)=C/c1ccco1)c1ccccc1 (stereo not drawn)	1.0	-21	-1	28	-3	-1	-10	-22	7
CCc1ccc(C(=O)/C=C/c2ccc([N+](=O)[O-])o2)cc1	-0.1	8	1	8	-4	-5	-5	-9	5
CC(=O)N1CCN=C1SCc1ccc(C(F)(F)F)cc1	0.8	-21	5	2	-3	18	19	-4	-7
Cc1ccccc1C(=O)Oc1ccc(-c2csnn2)cc1	0.2	22	1	0	-5	5	4	0	-4
O=S(=O)(N/N=C/c1ccc(N2CCOCC2)cc1)c1ccc(Br)cc1	0.3	1	2	17	-1	-8	-10	-12	6
O=C(CN1CCN(CC(=O)Nc2ccccc2Cl)CC1)Nc1ccc2c(c1)OCCO2	1.2	6	4	22	-3	-28	-13	-18	7
CC(C)(C)OC(=O)C(Cc1ccc(OC(C)(C)C)cc1)NC(=O)CNC(=O)OCc1ccccc1 (stereo not drawn)	-0.3	-11	0	-7	-6	-27	7	7	-3

6 of the entries above in order of their number in CHRM1 agonist, descending:
molecule	CHRM1 agonist
O=C1c2ccccc2C(Nc2ccc(S(=O)(=O)N3CCCCC3)cc2)N1c1ccccn1 (stereo not drawn)	0
CC(=O)c1cccc(OCC(=O)Nc2cccc(C(=O)Nc3c(C)n(C)n(-c4ccccc4)c3=O)c2)c1	-2
CC(NC(=O)/C(C#N)=C/c1ccco1)c1ccccc1 (stereo not drawn)	-3
CC1CCCN(C(C(=O)NC2CCCCC2)c2cc3c(cc2[N+](=O)[O-])OCO3)C1 (stereo not drawn)	-4
CC(=O)NCC1CCCN(C(=O)c2ccc(OC3CCN(Cc4ccccn4)CC3)cc2)C1 (stereo not drawn)	-5
COc1ccccc1CC(=O)NC1CCN(Cc2ccccc2)CC1	-7

Returning to the listing, starting four compounds before the break.
SMILES	CHO-K1 Ca ag	TAAR1 antag	TAAR1 ag	CHO-K1 Ca PAM	CHRM1 agonist	CHO parental Ca	CHRM1 antagonist	CHO-K1 Ca antag	CHRM1 PAM
Cc1ccccc1C(=O)Oc1ccc(-c2csnn2)cc1	0.2	22	1	0	-5	5	4	0	-4
O=S(=O)(N/N=C/c1ccc(N2CCOCC2)cc1)c1ccc(Br)cc1	0.3	1	2	17	-1	-8	-10	-12	6
O=C(CN1CCN(CC(=O)Nc2ccccc2Cl)CC1)Nc1ccc2c(c1)OCCO2	1.2	6	4	22	-3	-28	-13	-18	7
CC(C)(C)OC(=O)C(Cc1ccc(OC(C)(C)C)cc1)NC(=O)CNC(=O)OCc1ccccc1 (stereo not drawn)	-0.3	-11	0	-7	-6	-27	7	7	-3
CCN(C(=O)CN1C(=O)NC(CCSC)C1=O)C1CCS(=O)(=O)C1 (stereo not drawn)	1.2	-17	0	2	-3	-10	7	-15	3
CS(=O)(=O)N1Cc2cc(C(=O)NCC3CC3)nc(-c3cccc(-c4cccnc4)c3)c2[C@@H]1CCO	1.6	-3	2	16	nt	nt	nt	-10	nt
CCn1c(CCC(=O)Nc2nc3c(s2)CCCC3)nc2cc(S(=O)(=O)N(C)C)ccc21	1.1	-15	5	4	-3	-8	-16	-10	8
CCN(CC)C(=S)SCC(=O)Nc1nc(=O)c2ccccc2s1	0.2	-3	4	-2	-5	-18	-4	0	8
Cc1c(C(=O)OCC(=O)N2C(C)CCCC2C)oc2ccccc12 (stereo not drawn)	0.8	-30	4	0	-6	-30	-12	6	4
CCN(CC)CC(=O)Nc1ccc(C)cc1Br	-0.4	-5	4	24	-8	14	-17	-24	4
COc1ccc(-c2nnc(NC(=O)c3ccco3)s2)cc1	0.0	-17	3	7	-5	10	0	-14	3
COc1ccc(NC(=O)c2cccnc2SC)cc1S(=O)(=O)N1CCCCC1	0.9	7	4	19	-8	-15	-4	0	7
CN1CCN(CC(O)COc2ccccc2)CC1 (stereo not drawn)	0.8	-23	1	8	-5	-4	-8	-6	4
Cc1nnc(SCC(=O)N2CC(=O)Nc3ccccc32)n1Cc1ccccc1	0.2	-13	0	19	-3	-4	-8	-2	3
COC(=O)CSc1cc(C)nc(NC(C)=O)n1	0.3	-8	2	14	-3	-1	-7	1	12
CCN(CC)CCNC(=O)c1ccc(NC(=O)c2ccccc2-c2ccc(C(F)(F)F)cc2)cc1	4.0	6	5	10	-11	-9	101*	-7	-31
Cc1ccc(NC(=O)CN(c2ccccc2F)S(C)(=O)=O)cc1	0.6	13	7	0	-1	-13	-16	1	-4
CCCCN(C)CCNC(=O)c1cc2cc3ccc(OC)cc3nc2o1	1.1	-8	6	19	-10	-9	-5	-10	2
CCc1nccn1CCC(=O)NC1CC(C)(C)Cc2c1cnn2-c1cccc(F)c1 (stereo not drawn)	3.7	-25	1	14	-6	-15	-8	-1	8
O=C(CCc1ccccc1)OCC(=O)c1ccc([N+](=O)[O-])cc1	0.8	-5	-1	6	-12	-7	-5	-2	9
Cc1ccc(NC(=O)CCC(=O)c2cccs2)c(Br)c1	-0.1	-4	1	0	-6	-8	-1	-1	2
COc1cc(/C=C/C(=O)O)cc(S(=O)(=O)Nc2ccccc2Oc2ccccc2)c1OC	-0.1	-25	0	-14	-5	5	2	1	-1
COc1cccc(-c2cnc(C(O)c3cc(Cl)cc(Cl)c3)[nH]2)c1 (stereo not drawn)	6.1	22	21	11	6	nt	5	7	-1
CCN(CC)C(=O)[C@H]1C[C@H](CC(=O)NCCCN(C)C)C(=O)N2CCc3c([nH]c4ccc(Cl)cc34)[C@]12C	0.4	-13	2	8	-8	-10	-19	-6	23
CC(CNC(=O)CN1C(=O)COc2ccc(S(=O)(=O)N3CCCCC3)cc21)c1ccccc1 (stereo not drawn)	-0.8	-18	2	27	-9	-28	-12	-16	7
c1ccc(-n2nnnc2-c2cccnc2)cc1	1.3	-29	0	22	-2	1	-33	-20	7
N#CCc1cnc2ccccc2n1	2.2	-7	3	6	2	-11	-15	-18	10
O=C(NCc1ccc(F)cc1)c1cc(C2CCCN(S(=O)(=O)c3ccccc3)C2)on1 (stereo not drawn)	3.5	3	7	14	2	nt	-3	-9	-6
c1ccc2[nH]c(-c3cnco3)cc2c1	1.4	9	2	15	-5	-1	-7	-8	3
CS(=O)(=O)c1cccc(NC(=O)C2CCCN2S(=O)(=O)c2ccc(F)cc2)c1 (stereo not drawn)	1.5	5	-2	16	0	-3	-13	-20	7
O=S1(=O)CC(N2CCN(CC3CC3)CC2)CN1Cc1ccc(F)cc1 (stereo not drawn)	1.0	-28	3	16	-7	nt	-8	3	7
